BaF3 tox: parental Ba/F3 viability inhibition as JAK2V617F counter-screen. 220,000 tested, 1.1% active. CellTiter-Glo ATP luminescence. inhibition, % at 5.6 µM;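 active = inhibition above a per-campaign cutoff, the mean inhibition of all tested compounds plus 3 SD, cut at about 27% in these data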;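 also: 0% = DMSO wells and 100% = JAK Inhibitor I control wells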
RBBP9 inh: inhibitors of human serine hydrolase RBBP9. recombinant RBBP9, FP-Rh probe fluorescence polarization. AID 1515. 220,000 tested, 0.2% active. inhibition, % at 7.94 µM;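 active = inhibition above the campaign mean of all tested compounds plus 3 SD, cut at about 14% in these data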;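 also: plate controls were DMSO wells with RBBP9 for no effect and wells lacking RBBP9 protein for full effect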
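Material: RBBP9 protein. Amount: RBBP9 at 2.5 µM in dispensed solution, before mixing. Schedule: 30 min then 45 min, 25 °C. Medium: Tris buffer pH 8.0, NaCl, Pluronic. Measured by: fluorescence polarization. Measure: percent inhibition from mP, scaled between DMSO and no-protein wells. Replication: one well per compound.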
TbHK1 inh: blocks Trypanosoma brucei hexokinase 1 activity; recombinant TbHK1, G6PDH-coupled NADH A340; inhibition, % at 10 µM; 220,000 tested, 0.11% active; AID 1430;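 active = inhibition of 50% or more in the single-dose primary screen; inactive = inhibition below 50%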
Furin inhibitor: inhibitors of human furin | purified furin, fluorogenic substrate cleavage | inhibition, % at 30 µM | 220,000 tested, 0.061% active | AID 463115; in the data active = inhibition above about 25%; also: inactives centre near -15
Target sequence (P09958 108-714 limits assumed): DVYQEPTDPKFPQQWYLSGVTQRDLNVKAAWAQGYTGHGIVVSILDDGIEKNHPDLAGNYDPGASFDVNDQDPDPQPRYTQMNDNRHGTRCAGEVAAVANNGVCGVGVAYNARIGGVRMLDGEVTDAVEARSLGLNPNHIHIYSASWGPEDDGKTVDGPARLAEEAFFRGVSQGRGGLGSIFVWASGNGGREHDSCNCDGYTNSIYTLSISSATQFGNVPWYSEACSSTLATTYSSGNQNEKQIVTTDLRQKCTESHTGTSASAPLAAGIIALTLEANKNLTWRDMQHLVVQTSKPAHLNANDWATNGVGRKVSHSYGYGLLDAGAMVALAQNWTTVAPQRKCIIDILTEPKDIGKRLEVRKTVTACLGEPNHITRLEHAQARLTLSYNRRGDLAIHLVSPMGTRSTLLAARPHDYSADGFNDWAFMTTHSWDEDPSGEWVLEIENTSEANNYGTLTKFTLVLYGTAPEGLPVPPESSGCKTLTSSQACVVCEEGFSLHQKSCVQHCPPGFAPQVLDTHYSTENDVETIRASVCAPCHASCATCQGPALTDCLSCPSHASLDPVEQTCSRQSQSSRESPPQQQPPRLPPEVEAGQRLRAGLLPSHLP
p97 ATPase inh: inhibitors of human p97 ATPase; 220,000 tested, 0.42% active; P55072; recombinant p97 ATPase, Kinase-Glo ATP luminescence, 3 h; inhibition, % at 8 µM; in the data active = inhibition above about 15%;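 also: 0% = DMSO vehicle and 100% = wells lacking enzyme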
PPC-1+TRAIL kill: compounds killing PPC-1 cancer cells with TRAIL present (potentiator screen, no TRAIL-free arm); PPC-1 cells + TRAIL, ATPLite viability luminescence; cell killing (% activity), % at 4 µM; 220,000 tested, 0.41% active; AID 1443;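 active = cell killing above 50% in the first pass at 4 µM, then a duplicate retest at 5 µM averaging 50% or more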;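 also: plate controls were cells with TRAIL plus DMSO for no effect and medium-only wells lacking cells for full effect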
p47phox inh: blocks human p47phox regulatory protein of NADPH oxidases; p47phox/p22phox peptide binding, fluorescence polarization, 2 h; inhibition, % at 24.7 µM; 220,000 tested, 0.53% active;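 active = inhibition above about 30%, limit read from the data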;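 also: 0% = p47phox with labelled peptide and 100% = labelled peptide alone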
PGE2 EP2 inh: inhibitors of human EP2 prostaglandin E2 receptor | inhibition, % at 25 µM | P43116 | 260,000 tested, 0.52% active | AID 1422 | C6 glioma cells expressing human EP2, cAMP TR-FRET; cells stimulated with saturating PGE2;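 active = percent inhibition above 40 after rounding to a whole number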;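 also: rat C6 glioma host cells with rolipram phosphodiesterase inhibitor present; the protocol text gives 20 µM as final concentration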
Target sequence (P43116 whole entry, looked up): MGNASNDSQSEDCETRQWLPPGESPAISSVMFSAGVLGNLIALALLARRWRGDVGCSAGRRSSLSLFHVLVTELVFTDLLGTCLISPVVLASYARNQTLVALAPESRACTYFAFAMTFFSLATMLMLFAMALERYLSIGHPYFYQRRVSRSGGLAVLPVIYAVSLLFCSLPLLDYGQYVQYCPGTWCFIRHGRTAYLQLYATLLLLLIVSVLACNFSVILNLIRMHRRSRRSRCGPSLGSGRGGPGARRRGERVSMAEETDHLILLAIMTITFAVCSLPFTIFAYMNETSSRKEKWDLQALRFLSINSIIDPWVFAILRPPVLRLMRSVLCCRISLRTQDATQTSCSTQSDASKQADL
Ba/F3 V617F tox: loss of viability in JAK2V617F-driven Ba/F3 cells | Ba/F3 EpoR-JAK2V617F viability, ATP luminescence | inhibition, % at 5.6 µM | 220,000 tested, 1.1% active | AID 1446;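 active = inhibition above the campaign mean plus 3 SD over all tested compounds, cut at about 24% in these data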;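 also: cytokine-independent growth of Ba/F3 cells driven by EpoR plus mutant JAK2; 0% = DMSO-treated cells and 100% = JAK inhibitor I control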
Starred values were filed as active, the others as inactive; . = not tested or not shown; & = joins results of further samples; [ ] = another dose, or the depositor's remark.

SMILES	BaF3 tox	RBBP9 inh	TbHK1 inh	Furin inhibitor	p97 ATPase inh	PPC-1+TRAIL kill	p47phox inh	PGE2 EP2 inh	Ba/F3 V617F tox
COc1ccc(-c2cc(C(F)(F)F)c(C#N)c(SCC(=O)Nc3nc(C)co3)n2)cc1	5	4	-15	-36[20 µM]	3	3	11	10	-2
COc1ccc2cc(C(c3nnnn3C3CCCC3)N3CCCCCC3)c3nnnn3c2c1 (stereo unspecified)	5	-5	-1	-19[20 µM]	4	10	-16	9	-3
Cc1nc2ccccn2c1-c1csc(Nc2cccc(O)c2)n1	78*	-1	-7	-15	5	.	6	11	80*
O=C1CC(N2CCC(c3nc4ccccc4[nH]3)CC2)C(=O)N1Cc1ccccc1 (stereo unspecified)	0	10	6	-30[20 µM]	2	-1	-6	4	-2
COCCCn1cnnc1SCC(=O)Nc1ccc(S(=O)(=O)N2CCCC2)cc1	0	-5	2	-8[20 µM]	-1	0	-5	10	-2
Cc1cccc(C2(c3cccc(C)c3)CC2C(=O)NCC2CCCO2)c1 (stereo unspecified)	4	-9	-2	-10	-5	-1	-3	3	1
O=C(COC(=O)c1cccc([N+](=O)[O-])c1)NCc1cccs1	2	-5	-6	-25	2	-1	-8	4	0
Oc1ccc(/C=C/c2ccnc3ccccc23)cc1	26	0	-12	3	6	21	-2	1	47*
COc1cc(-c2nc3ccccn3c2/N=C/c2cc(OC)c(O)cc2Cl)ccc1O	5	0	-63	-55	6	5	-30	7	-1
CCN(CC)CCOc1c(Br)ccc2c1sc1nc3n(c(=O)c12)CCC3	8	-4	5	-21	5	1	0	13	-1
COC(=O)c1ccc(Oc2ccc(C(C)(C)C)cc2)c([N+](=O)[O-])c1	2	-2	0	-6[20 µM]	-2	16	-12	.	0
COc1cccc(CNC(=O)C2CCCN(S(=O)(=O)c3c(C)n[nH]c3C)C2)c1 (stereo unspecified)	1	-3	0	-18	-3	7	3	18	3
CC(C)CC(CO)N1CCN(C(=O)c2cccc(C(F)(F)F)c2)CCC1=O (stereo unspecified)	5	3	0	-14	-4	14	-2	5	3
CCCN(CCC)C(=O)Cn1c(=O)c2ccccc2n2c(=S)sc(-c3ccccc3C)c12	4	-6	13	-8	0	23	-8	10	-1
CCOC(=O)c1ccc(NC(=S)NCCCn2ccnc2)cc1	6	0	3	-12	3	9	-6	5	-2

Looked up by structure from the entries so far (6):
SMILES	BaF3 tox	RBBP9 inh	TbHK1 inh	Furin inhibitor	p97 ATPase inh	PPC-1+TRAIL kill	p47phox inh	PGE2 EP2 inh	Ba/F3 V617F tox
COc1cc(-c2nc3ccccn3c2/N=C/c2cc(OC)c(O)cc2Cl)ccc1O	5	0	-63	-55	6	5	-30	7	-1
Cc1cccc(C2(c3cccc(C)c3)CC2C(=O)NCC2CCCO2)c1 (stereo unspecified)	4	-9	-2	-10	-5	-1	-3	3	1
COc1ccc2cc(C(c3nnnn3C3CCCC3)N3CCCCCC3)c3nnnn3c2c1 (stereo unspecified)	5	-5	-1	-19[20 µM]	4	10	-16	9	-3
COc1ccc(-c2cc(C(F)(F)F)c(C#N)c(SCC(=O)Nc3nc(C)co3)n2)cc1	5	4	-15	-36[20 µM]	3	3	11	10	-2
CC(C)CC(CO)N1CCN(C(=O)c2cccc(C(F)(F)F)c2)CCC1=O (stereo unspecified)	5	3	0	-14	-4	14	-2	5	3
COCCCn1cnnc1SCC(=O)Nc1ccc(S(=O)(=O)N2CCCC2)cc1	0	-5	2	-8[20 µM]	-1	0	-5	10	-2

(continued)
SMILES	BaF3 tox	RBBP9 inh	TbHK1 inh	Furin inhibitor	p97 ATPase inh	PPC-1+TRAIL kill	p47phox inh	PGE2 EP2 inh	Ba/F3 V617F tox
COc1cc(/C=C2\SC(=O)N(Cc3ccc(F)cc3)C2=O)cc([N+](=O)[O-])c1O	3	-6	0	-17	2	18	2	4	-2
CCOC(=O)C1CCN(C(c2cc3ccc(C)c(C)c3[nH]c2=O)c2nnnn2C2CCCCC2)CC1 (stereo unspecified)	-1	1	-16	-9	2	4	-24	6	-2
N#CC(C#N)=c1ccc2c(c1)N1C(c3ccccc3)=CC(c3ccccc3)C3CCCCC31N=2 (stereo unspecified)	-6	6	-7	-6	8	11	25	8	-4
Cn1c(=O)c2nc(Cl)n(Cc3ccc(Cl)cc3Cl)c2n(C)c1=O	2	-6	-3	-32[20 µM]	2	.	.	.	-3
COc1ccc(C2SCC(=O)N2c2nc3ccccc3s2)cc1 (stereo unspecified)	3	-10	1	-20	5	-16	-6	9&11	-2
C/C(CC(=O)Nc1ccc(Cl)cc1C(F)(F)F)=N\NC(=O)c1cccs1	1	-10	-1	-22	2	-16	-6	9	-3
CC(C)Oc1ccc(C(CC(=O)O)n2cnnn2)cc1 (stereo unspecified)	0	-6	2	-26	3	3	-6	5	-4
COc1ccc(C(=O)NC2CCN(C(=S)Nc3ccc(C)cc3)CC2)cc1	2	-1	-1	-30	1	-7	.	10	-2
Cc1ccc(CNCC(O)(c2ccc(F)cc2)c2ccc(F)cc2)cc1	4	-6	19	11[20 µM]	-6	19	-1	6	5
COC(=O)c1sc(SC)c(S(=O)(=O)C(C)C)c1N	2	-2	-23	-13	9	9	4	0	-3
O=C(O)CCCC(=O)Nc1ccc(-n2ccc(C(F)(F)F)n2)cc1	-1	-9	-6	-22	5	-20	-6	6	-2
COc1nc(OC)nc(N2CCC(C(=O)NC3CCCCCC3)CC2)n1	-1	0	-2	-4[20 µM]	2	4	-17	5&14	-2
CC(=O)c1cccc(Nc2cc(C)nc3c(C)cc(C)cc23)c1	-1	-12	-26	-1	8	40	1	7	-4
CCOCCCNC(=O)C(NC(=O)Cc1cccs1)c1ccc(C)cc1 (stereo unspecified)	1	2	3	-21	2	-3	0	9	-1
COCCNC(=S)N/N=C(\C)c1ccc(Cl)s1	-7	2	-70	-7	0	-3	2	4	-5
CC(=O)C1=C(O)C(=O)N(c2ccc(C)cc2)C1c1ccc([N+](=O)[O-])cc1 (stereo unspecified)	5	3	-23	-17	4	12	-7	8	0
Cc1oc2nc(SCC(=O)Nc3ccc(S(N)(=O)=O)cc3)nc(NC(=O)c3ccccc3)c2c1C	1	-6	-11	-12[20 µM]	-6	1	-11	7	-2
Nc1nnc(SCC(=O)Nc2ccc(F)c(Cl)c2)n1-c1ccccc1	9	-6	6	-13[20 µM]	1	15	-1	15	3
COC(=O)C1=C(C(=O)c2ccccc2)C(c2cccs2)n2nnnc2N1 (stereo unspecified)	7	-2	-7	-4[20 µM]	0	8	-2	8	2
CC[C@H](C)[C@@H]1NC(=O)c2cc([N+](=O)[O-])cc(F)c2OCC[C@@H](C(N)=O)NC(=O)[C@H](CCCCN)NC1=O	2	-12	-9	-14	-3	-4	-1	7	-5
O=C(c1ccc2ccccc2c1)N1CCN(c2ccc([N+](=O)[O-])c(N3CCOCC3)c2)CC1	1	-7	-11	4	1	16	-2	17	3
CC1CCCC(C)N1c1nnc(NC(=O)c2cc(-c3ccc(Br)cc3)on2)s1 (stereo unspecified)	2	-10	-7	-18	-7	-8	-58	.	0
CCc1nn(-c2cc(Cl)ccc2OC)c2c1C(=O)CCC2	1	-4	-1	-8	2	12	3	5	0
COc1ccc(C(=O)CSc2nnc(-c3ccc(S(=O)(=O)N4CCOCC4)cc3)o2)cc1	0	-4	-22	-10	3	2	-3	15	-1
O=C(COc1ncnc2ccccc12)NCCCN1CCCC1=O	1	-14	4	-29	6	41	-12	3	-2
CCC(O)CC(C(=O)NNc1ccccc1)C(=O)NNc1ccccc1 (stereo unspecified)	7	1	-2	-34	1	7	-4	7	-1
S=C(NCC1CCCO1)N1CCN(c2nc(-c3ccc(Cl)cc3)cs2)CC1 (stereo unspecified)	1	2	-16	-17	2	19	-31	6	-5
Cn1cc(S(=O)(=O)NCC2CCCO2)c(=O)n(C)c1=O (stereo unspecified)	-1	-4	-2	-6	-3	12	7	8	5
Cc1cc([N+](=O)[O-])ccc1NC(=O)c1ccco1	5	-8	-1	-38	6	1	2	2	-3
COc1ccccc1CNC(=O)c1nnc(Cc2ccc(Cl)cc2)o1	8	-3	1	-8	5	-8	-9	9	-2
CC(C)(C)NC(=O)CCc1nnc(Cc2c[nH]c3ccccc23)o1	7	-7	-3	-18	1	-2	-6	4	1
Cc1nn(-c2ccccc2)c(N2CCCCC2)c1/C=N/NC(=O)c1ccncc1	2	-4	-20	1	-7	34	-9	9	3
CC1(C)CC(NCCN2CCN(C3=CC(=C(C#N)C#N)CC(C)(C)C3)CC2)=CC(=C(C#N)C#N)C1	1	-2	-6	-30	-2	43	-35	13	-1
Cc1ccc(C(=O)Nc2nn(C)c3cccc(F)c23)cc1	5	1	-5	-9	-6	2	1	2	13
O=[N+]([O-])c1ccc(CN2C=NS(=O)(=O)c3ccccc32)cc1	6	-1	8	-15	1	12	-8	7	4
CCc1ccc(/C=C/C(=O)c2c(C)cc(C)[nH]c2=O)cc1	-1	-1	-28	-14[20 µM]	-1	19	-17	12	-2
C/C(=N\NC(=S)NCC(C)(C)C)c1cc(F)cc(F)c1O	-5	2	-2	-15	0	-4	-13	15	-2
O=C(O)CCc1ccc(-c2ccccc2)n1-c1cccc(O)c1	1	-6	-3	-18[20 µM]	5	13	-26	9	-3
Cc1cccc(C)c1OCCNC(=O)OCc1ccccc1	4	-6	11	4	-7	35	-12	7	5
FC(F)(F)c1cccc(N2Cc3ccccc3C2)c1	1	-2	3	-21	4	22	-17	8	1
COc1ccc(-n2c(=O)c3c4c(sc3n3c(=S)[nH]nc23)CCCC4)cc1	8	4	38	-12	4	26	3	6	-4
O=C(O)CCCC(=O)N1CCN(C(c2ccccc2)c2ccccc2)CC1	9	1	-3	-15	-6	-8	-6	2	5
CC(=O)Nc1ccc(S(=O)(=O)N2CCN(Cc3ccccn3)CC2)cc1	2	3	1	-24[20 µM]	3	7	-5	12	-1
CNC(=O)CSc1nnnn1CCCOC	2	-3	20	-17	4	27	-22	13	1
COc1ccc(/C=N/NC(=O)CN2CCSCC2)c(OC)c1	6	-2	-46	-18	1	6	3	2	-1
COc1ccc(CCN(C(=S)Nc2ccccc2)C2CC(=O)N(c3ccccc3)C2=O)cc1 (stereo unspecified)	8	-13	1	-25[20 µM]	3	14	-7	15	3
CCCCc1nccn1CCn1ccnc1CCCC	6	-8	4	-24[20 µM]	3	11	-3	4	-2
CN(CC(=O)Nc1ccccc1C(=O)N1CCCC1)S(=O)(=O)c1ccc(Br)cc1	6	-4	-9	-15[20 µM]	-3	8	-9	11	0
O=C(CN1CCN(Cc2ccc(F)cc2Cl)C1=O)NCCCN1CCOCC1	1	0	-2	-10	0	5	-11	6	-1
O=C(CNC(=O)C12CC3CC(CC(C3)C1)C2)N1CCN(S(=O)(=O)c2cccs2)CC1	6	0	34	-13	2	-6	-5	3	-3
CCC(Sc1nc(=O)cc(N)n1CCc1ccccc1)C(=O)Nc1ccccc1C#N (stereo unspecified)	2	-13	-2	-11	-2	13	3	6	2
CCCN(CC1CC1)c1nc(N)c(C#N)c(CC#N)c1C#N	2	-4	-25	-15[20 µM]	5	9	-2	22	0
CC1=C(C(=O)OC2CCCC2)C(c2coc3ccccc3c2=O)C2=C(CC(C)(C)CC2=O)N1 (stereo unspecified)	-5	2	-17	-14	1	19	-16	10	0
N#Cc1c(NC(=O)CCC(=O)O)sc2c1CCCC2	3	0	6	-22[20 µM]	2	-6	2	9	-2
Cc1cc(C)cc(OCC(=O)Nc2ccc(F)cc2)c1	-2	-8	2	-10[20 µM]	0	9	7	2	-2
COC(=O)c1ccc(NC(=O)C2CCCN2S(=O)(=O)c2ccc(F)cc2)cc1 (stereo unspecified)	2	-3	6	-20[20 µM]	-1	29	-2	16	0

Source: PubChem

A portion of the library; rates above refer to the full screens.
